Screening data from PubChem BioAssay.
OX1R antag-1: OX1R (human) antagonism; OX1R-expressing cells, FRET antagonist read-out; inhibition, % at 6.6 µM; 1.8% of 330,000 active; AID 485270; in the data active = inhibition mostly above about 38%, no sharp cut-off; inactive = mostly below about 40%;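 note: 0% = agonist challenge alone and 100% = reference antagonist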
Target sequence (O43613 whole entry, looked up): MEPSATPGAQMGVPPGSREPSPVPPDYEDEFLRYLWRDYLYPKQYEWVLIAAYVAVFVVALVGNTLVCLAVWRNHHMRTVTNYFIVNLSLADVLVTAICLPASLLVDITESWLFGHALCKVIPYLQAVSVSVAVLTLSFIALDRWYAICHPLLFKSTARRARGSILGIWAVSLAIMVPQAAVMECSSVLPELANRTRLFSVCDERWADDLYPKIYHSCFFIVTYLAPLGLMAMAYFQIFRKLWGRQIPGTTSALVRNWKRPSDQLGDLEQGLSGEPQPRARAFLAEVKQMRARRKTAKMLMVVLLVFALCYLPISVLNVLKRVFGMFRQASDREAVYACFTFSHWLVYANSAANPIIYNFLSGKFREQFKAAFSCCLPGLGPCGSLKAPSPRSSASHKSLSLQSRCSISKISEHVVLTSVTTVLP
CHT allo act: allosterically activates the human high affinity choline transporter | CHT-expressing cells, membrane potential dye, choline EC20; stronger effect = higher value; LV-AA mutant CHT in HEK293 cells | Q9GZV3 | 0.49% of 310,000 active | B-score at 10 µM;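 active = initial fluorescence not abnormally high and integrated response B-score, plate-corrected, over 3 SD above library mean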
Target sequence (Q9GZV3 whole entry, looked up): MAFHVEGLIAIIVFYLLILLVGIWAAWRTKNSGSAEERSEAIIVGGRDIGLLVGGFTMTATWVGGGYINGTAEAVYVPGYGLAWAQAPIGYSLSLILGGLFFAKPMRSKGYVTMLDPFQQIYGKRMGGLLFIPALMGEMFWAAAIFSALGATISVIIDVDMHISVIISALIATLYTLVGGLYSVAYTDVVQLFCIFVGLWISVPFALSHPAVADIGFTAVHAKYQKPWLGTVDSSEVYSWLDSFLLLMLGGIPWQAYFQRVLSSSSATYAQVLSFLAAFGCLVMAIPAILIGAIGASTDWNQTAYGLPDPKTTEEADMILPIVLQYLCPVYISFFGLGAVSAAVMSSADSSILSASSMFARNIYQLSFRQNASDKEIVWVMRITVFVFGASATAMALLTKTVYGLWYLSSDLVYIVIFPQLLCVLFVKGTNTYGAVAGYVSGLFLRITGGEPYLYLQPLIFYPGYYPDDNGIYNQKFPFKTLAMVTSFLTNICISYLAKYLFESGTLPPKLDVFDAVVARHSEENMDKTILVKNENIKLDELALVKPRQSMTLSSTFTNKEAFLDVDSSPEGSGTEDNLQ
OX1R antag-2: blocks the human orexin 1 receptor; O43613; CHO/OX1R cells, Fluo-8 calcium fluorescence, orexin A; inhibition, % at 5 µM; 0.43% of 330,000 active; AID 434989;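 active = inhibition above its plate's threshold, mean inhibition of all tested compounds on the plate plus 3 SD, cut at about 37% in these data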;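 note: 0% = orexin A challenge wells and 100% = SB-334867-A antagonist wells; not every result past the cut was called active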
* = called active by the depositor; i = inactive; nt = no result given.

item	Compound	OX1R antag-1	CHT allo act	OX1R antag-2
1	Cc1ccc(C(=O)Nc2ccc3c(c2)OCCO3)c(Cl)c1	-1	i	0
2	CC(C)CCNC(=O)C1CCCN(S(=O)(=O)c2ccc(F)cc2)C1 (centres undefined)	11	i	-22
3	O=C(C1=C[C@@H](c2coc3ccccc3c2=O)C[C@@H](OCc2ccc(CO)cc2)O1)N1CCN(Cc2ccc3c(c2)OCO3)CC1	11	i	-17
4	COc1ccc(CNCc2cc(Cl)ccc2O)cc1	33	i	-5
5	COC(=O)c1cc(CNC(=O)C2CC(=O)N(c3ccc4c(c3)OCCO4)C2)ccc1OC (centres undefined)	1	nt	-28
6	Cc1oncc1C(=O)N1CCCC(CO)(Cc2ccc(F)cc2F)C1 (centres undefined)	2	i	-15
7	CC(=O)Nc1ccc(Oc2cnc3ccccc3n2)cc1	3	i	-3
8	CCOC(=O)C1CCCN(C(=O)CSc2ccc(Br)cc2)C1 (centres undefined)	14	i	-12
9	CCOc1ccc(CCNC(=O)CCn2nc(C)c3c(C)n(-c4ccccc4)nc3c2=O)cc1	18	i	-35
10	CC(=O)Nc1ccc(SC(C)C(=O)NC2CCCC2)cc1 (centres undefined)	10	i	7
11	CCOc1ccc(-c2cccc(NC(=O)COc3ccc(Cl)cc3)c2)nn1	36	i	-27
12	Cc1cccc(NC(=O)NCC(c2ccco2)N2CCCCC2)c1 (centres undefined)	16	i	-6
13	CCOC(=O)c1cnn(-c2cc(Oc3cccc(C)c3)ncn2)c1N	4	i	-23
14	Cc1nn(Cc2ccccc2)c(C)c1NC(=O)c1cc(-c2ccc3c(c2)OCO3)on1	5	i	-8
15	Cc1cccc(C)c1OCC(=O)Nn1c(C)nc2ccccc2c1=O	-2	i	-15
16	COc1ccc2[nH]c3c(c2c1)CCN1C(=O)C(CC(=O)NCCN2CCOCC2)C[C@H](C(=O)N2CCOCC2)[C@@]31CCC1CCCC1 (some centres undefined)	-2	nt	-34
17	C=C(C)Cn1c(SCC)nc2ccccc2c1=O	18	i	-11
18	COC(=O)c1c(NC(=O)COC(=O)CCc2ccc(S(=O)(=O)N3CCOCC3)cc2)sc2c1CCC2	0	i	-19
19	CCOc1ccc(NS(=O)(=O)c2ccc(C(=O)N(C)CCc3ccc(OC)c(OC)c3)cc2)cc1	26	i	-25
20	O=C(NCc1cccs1)C1CC(=O)N(c2ccc(F)cc2)C1 (centres undefined)	14	i	-22
21	CC(C)NC(=S)N/N=C/c1ccccc1[N+](=O)[O-]	38	i	3
22	CCCc1nc2sc3c(c2c(=O)[nH]1)CCCC3	9	i	-21
23	Cc1cc(C(=O)NC(C)c2ccccc2)c2cc(F)ccc2n1 (centres undefined)	36	i	-16
24	Cc1ccccc1NC(=O)C(=O)c1cn(C)c2ccccc12	25	i	-23
25	COc1ccc(N2CCN(C(=O)c3ccc(OCC4CCCO4)cc3)CC2)cc1 (centres undefined)	3	i	-24
26	COc1ccc(Cl)cc1S(=O)(=O)N1CCN(c2ccc(F)cc2)CC1	12	i	-3
27	O=C1OC(C(=O)Nc2nccs2)Cc2ccccc21 (centres undefined)	8	i	-4
28	O=C(c1cccnc1)N1CCN(S(=O)(=O)c2ccc(S(=O)(=O)N3CCCC3)cc2)CC1	16	i	3
29	COc1ccc(NC(=O)CSc2nnc3ccc(-c4ccccn4)nn23)cc1	10	i	-16
30	CCOC(=O)C1C(c2ccc(O)c(OC)c2)NC(=S)NC1(O)C(F)(F)F (centres undefined)	8	i	1
31	CC(C)c1ccc(-c2nnn(CCC#N)n2)cc1	10	i	-2
32	C/C(=N\NS(=O)(=O)c1c(C)cc(C)cc1C)c1ccncc1	19	i	-12
33	O=C(CSc1ccccc1)N[C@@H](Cc1ccccc1)C(=O)O	31	i	5
34	CCN(C(=O)CSc1nc(N)cc(N)n1)C1CCS(=O)(=O)C1 (centres undefined)	-11	i	-21
35	Cc1nc2ccc(NC(=O)Cc3ccsc3)cc2s1	17	i	-18
36	CC(C)(C)c1ccc(-c2nc(C#N)c(NCCCn3ccnc3)o2)cc1	11	i	5
37	CCOC(=O)C1(CCOC)CCN(C(=O)Cc2ccsc2)CC1	2	i	-16
38	CC1CCN(S(=O)(=O)c2ccc3[nH]c(=O)c(=O)[nH]c3c2)CC1	7	i	0
39	CCOc1cccc(CNCc2ccc(C(=O)O)cc2)c1	2	i	-8
40	COc1cccc(-n2nnnc2S(C)(=O)=O)c1	10	i	-1
41	Cc1ccc(C)c(-n2cc(CNCCc3cnccn3)c(-c3ccccc3)n2)c1	6	i	-48
42	O=C(Cc1cccc(NC(=O)C2CCCN(C(=O)C3CCCCC3)C2)c1)Nc1cccc(C(=O)N2CCCC2)c1 (centres undefined)	8	nt	-20
43	COc1cc(/C=N/NC(N)=O)ccc1OCC(=O)N1C(C)CCCC1C (centres undefined)	27	i	-17
44	COc1ccccc1/C=C/C=N/n1c(-c2ccco2)n[nH]c1=S	15	i	-4
45	CC(NC(=O)Cc1ccc(-c2ccccc2)cc1)c1ccccc1 (centres undefined)	52	i	3
46	O=C([C@@H]1CCCN1C(=O)c1cccs1)N1CCN(S(=O)(=O)c2cccc(F)c2)CC1	9	nt	-12
47	Cn1cc(/C=C2\SC(=S)N(NC(=O)c3ccccc3Cl)C2=O)c2ccccc21	18	i	8
48	COc1ccccc1OCC(O)Cn1c(=N)n(Cc2ccccc2)c2ccccc21 (centres undefined)	6	9.6*	-15
49	Cc1ccc(SCC(=O)N2N=CCC2c2ccccc2)cc1 (centres undefined)	9	i	3
50	CNC(=S)N1CCN(c2nc(-c3cccc(OC)c3)cs2)CC1	15	i	-15
51	Cc1ccc(-c2csc(NC(=O)c3c(C)noc3C)n2)s1	14	nt	25
52	Nc1nc(SCc2ccccc2)[nH]c(=O)c1-c1ccccc1	20	i	-10
53	Cc1[nH]nc2c1C(c1cccnc1)N(c1ccc(Br)cc1)C2=O (centres undefined)	8	i	-20
54	O=C(Nc1c2c(nn1-c1ccccc1)CSC2)c1ccc(N2C(=O)CCC2=O)cc1	21	i	1
55	CCOC(=O)c1nc(C)nc(Sc2n[nH]c(-c3cc(C(F)(F)F)cc(C(F)(F)F)c3)n2)c1C	-3	i	-13
56	C=CCNC(=O)c1ccccc1NC(=O)C1CCN(S(=O)(=O)c2ccc(SC)cc2)CC1	11	i	-3
57	O=c1cc(N2CCN(c3ccccc3F)CC2)[nH]c(=O)n1-c1ccc(Br)cc1	10	i	-18
58	CCc1sc(C(=O)N2CCCN(C)CC2)cc1Br	5	i	-6
59	Cc1ccc(CNC(=O)C2CCCN(C(=O)Nc3ccc(F)cc3)C2)cc1 (centres undefined)	5	i	-21
60	O=C(NN1C(=O)C2C3c4ccccc4C(c4ccccc43)C2C1=O)c1ccccc1 (centres undefined)	9	i	5

Laid out differently: four of the compounds above.
(59) Cc1ccc(CNC(=O)C2CCCN(C(=O)Nc3ccc(F)cc3)C2)cc1 (centres undefined)
(51) Cc1ccc(-c2csc(NC(=O)c3c(C)noc3C)n2)s1
(56) C=CCNC(=O)c1ccccc1NC(=O)C1CCN(S(=O)(=O)c2ccc(SC)cc2)CC1
(43) COc1cc(/C=N/NC(N)=O)ccc1OCC(=O)N1C(C)CCCC1C (centres undefined)

Assay by compound | 59 | 51 | 56 | 43
OX1R antag-1 | 5 | 14 | 11 | 27
CHT allo act | i | nt | i | i
OX1R antag-2 | -21 | 25 | -3 | -17

Further compounds.
item	Compound	OX1R antag-1	CHT allo act	OX1R antag-2
61	O=C(c1ccco1)N1CCCC(c2nc3c(nnn3Cc3c(Cl)cccc3Cl)c(=O)[nH]2)C1 (centres undefined)	3	i	-26
62	CCOC(=O)c1ccc(N2C(=O)[C@@H](c3ccccc3)[C@H]2c2ccccc2)cc1	11	nt	-14
63	COc1ccc(N(C(=O)C(C)C)S(=O)(=O)c2ccc(Cl)cc2)cc1	5	i	-32
64	COc1cc(SC)ccc1C(=O)OCC(=O)NCCNC(=O)COC(=O)c1ccc(SC)cc1OC	46	i	-10
65	CC(C)C[C@H](NC(=O)c1nc[nH]c1C(=O)N[C@@H](CCCCNC(=O)OC(C)(C)C)C(=O)OC(C)(C)C)C(=O)OCc1ccccc1	38	i	-57
66	O=C(NNC(=O)c1ccc([N+](=O)[O-])cc1Cl)c1ccncc1	103*	i	-11
67	CCn1c(SCC(=O)Nc2ccc3c(c2)OCO3)nc2c1c(=O)n(C)c(=O)n2C	10	i	-14
68	O=C(CN(c1ccc2c(c1)OCCO2)S(=O)(=O)c1ccccc1)Nc1ccc2c(c1)OCO2	40	i	-10
69	CC(C)C1Cc2ccccc2-c2[nH]c(=S)[nH]c(=O)c21 (centres undefined)	-7	i	-10
70	O=C1CC(C(=O)Nc2cc(Cl)ccc2Cl)n2ncnc2N1 (centres undefined)	12	i	-18
71	CNC(=S)N(CCc1c(C)[nH]c2ccc(C)cc12)Cc1cccs1	22	i	21
72	CCCCC(C(=O)NC(C)(C)C)N(Cc1ccccc1)C(=O)c1snc(C(N)=O)c1N (centres undefined)	5	i	-29
73	COC(=O)c1cccc([N+](=O)[O-])c1CN1CCCC(C(N)=O)C1 (centres undefined)	20	i	-17
74	CC1CC(C)CN(c2nc3c(c(=O)n(C)c(=O)n3C)n2C)C1 (centres undefined)	7	i	-12
75	O=C(Nc1ccccc1C(=O)N1CCN(c2ccccc2)CC1)c1ccco1	51*	i	13
76	Cc1ccc(C(OCC(O)CN2CCCCC2)c2ccccc2)cc1 (centres undefined)	14	i	-15
77	O=C(CSc1nnc(-c2ccccn2)n1Cc1ccccc1)Nc1ccc2c(c1)OCO2	15	i	-41
78	COc1ccccc1-c1ccc(=O)n(CC(=O)NCc2cccs2)n1	8	i	6
79	COc1ccc(NS(=O)(=O)c2ccc3oc(SCC(N)=O)nc3c2)cc1	17	i	-13
80	CCn1cc([N+](=O)[O-])c(C(=O)N2CCN(C(=O)c3ccco3)CC2)n1	14	i	2

3 entries from above, with two lines to a compound:
Each structure is followed by: OX1R antag-1, CHT allo act, OX1R antag-2
(74) CC1CC(C)CN(c2nc3c(c(=O)n(C)c(=O)n3C)n2C)C1 (centres undefined)
→ 7, i, -12
(75) O=C(Nc1ccccc1C(=O)N1CCN(c2ccccc2)CC1)c1ccco1
→ 51*, i, 13
(76) Cc1ccc(C(OCC(O)CN2CCCCC2)c2ccccc2)cc1 (centres undefined)
→ 14, i, -15

Continued.
item	Compound	OX1R antag-1	CHT allo act	OX1R antag-2
81	COc1ccccc1-n1c(SCC(=O)N2CCCC2)nc2cccnc21	10	i	-8
82	O=C(N/C(=C/c1ccccc1Cl)C(=O)N1CCCCC1)c1ccco1	3	i	-15
83	Cc1c(Cc2ccccc2)sc(NC(=O)Cc2ccccc2)c1C(N)=O	13	i	-12
84	CCOc1ccc(CCNC(=O)Nc2ccccc2)cc1OCC	6	i	-22
85	N#Cc1nc(-c2ccccc2Cl)oc1N1CCN(C(=O)c2ccco2)CC1	15	i	-10
86	O=C(c1cc(COc2cccc3cnccc23)on1)N1CCC(c2ccccc2Cl)C1 (centres undefined)	15	i	-18
87	COc1ccc(CNc2nc3nc(-c4ccccc4)cc(=O)n3[nH]2)cc1OC	20	i	-1
88	CCOC(=O)CN=C/C(C(=O)Nc1nccs1)=C(/C)O	28	i	-24
89	CCS(=O)(=O)Nc1ccc2c(c1)N(C(C)=O)c1ccccc1CC2	1	i	-14
90	O=C(O)c1ccc(Cl)c(S(=O)(=O)Nc2cccc(C(=O)Nc3cccc(C(F)(F)F)c3)c2)c1	18	i	7
91	Cc1nnc(N/N=C/c2ccc(O)c([N+](=O)[O-])c2)[nH]c1=O	58	i	1
92	COc1cccc(/C=C/C(=O)Nc2ccc3nc4n(c(=O)c3c2)CCCC4)c1OC	20	i	-26
93	CCOC(=O)c1sc(NC(=O)CSc2nc(-c3ccco3)cc(C(F)(F)F)n2)c(C#N)c1C	10	i	15
94	FC(F)(F)c1nnc(-c2ccccc2)nc1Sc1ccccc1	8	i	5
95	O=S(=O)(c1ccc(Cl)cc1)N1CCN(Cc2ccncc2)CC1	5	i	-6
96	CCCCn1c(N)c(N(CC(C)C)C(=O)CSCc2c(C)noc2C)c(=O)[nH]c1=O	21	i	-10
97	COc1cc(NC(=O)CN2C(=O)NC3(CCOc4ccccc43)C2=O)cc(OC)c1 (centres undefined)	0	nt	-20
98	COc1ccc(OCc2cc(C(=O)N3CCN(C4CCCC4)CC3)no2)c(Cl)c1	2	i	-28
99	CC(=O)Nc1c(C(=O)N2CCN(c3ccccn3)CC2)cnn1-c1ccc(C)cc1	15	i	-23
100	COc1cccc(/C=N\NC(=O)c2sc(N)nc2C)c1OC	40	i	-25
101	CCC(C)(c1nnnn1-c1c(C)cccc1C)N(N=O)c1ccccc1Cl (centres undefined)	19	i	-11
102	O=C(CSc1nnc(-c2c[nH]c3ccccc23)o1)c1ccccc1	30	i	1
103	CC(C)(C)OC(=O)N[C@@H](Cc1ccccc1)C(=O)N1CCC(C(=O)N[C@@H](CCC(N)=O)C(=O)O)CC1	-6	i	-4

Entries listed so far that bear a hit mark in OX1R antag-1.
nr	SMILES	OX1R antag-1	OX1R antag-2
66	O=C(NNC(=O)c1ccc([N+](=O)[O-])cc1Cl)c1ccncc1	103*	-11
75	O=C(Nc1ccccc1C(=O)N1CCN(c2ccccc2)CC1)c1ccco1	51*	13
